# 3T3 cytotox = NIH 3T3 cell cytotoxicity; NIH 3T3 viability, CellTiter-Glo ATP luminescence, 48-72 h; Potency, µM (top dose mostly 96.7 µM), for inactives: top-dose activity change, negative = cytotoxicity, actives largely listed as inhibitors; 94,000 tested, 4.3% active; AID 1345082; note: potency is the fitted concentration of half-maximal effect; nearly all actives have a fitted effect of over 55% in size
#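 NIH 3T3 cells at 400 cells/well received 23 nL of compound by pintool and were incubated 48 or 72 h at 37 °C. Viability was read as ATP-coupled CellTiter-Glo luminescence.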
# HEK cytotox = cytotoxic compounds in HEK 293 cells. Potency, µM (series often up to 115 µM), without a hit: at the top dose activity change, negative = cytotoxicity, actives largely listed as inhibitors. HEK 293 viability, ATP luminescence (CellTiter-Glo), 48-72 h. AID 1345083. 94,000 tested, 6.6% active; note: potency is the fitted concentration of half-maximal effect; nearly all actives have a fitted effect of over 60% in size
#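 Cells seeded first (HEK 293, 250 cells/well), then compound added by pintool. Incubation ran 48 or 72 hr at 37 degree Celsius. CellTiter-Glo was added and luminescence imaged after 10 min at room temperature.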
# SNCA expr inh = reduces expression of the alpha-synuclein gene. HEK-293 SNCA-luciferase knock-in, luminescence, 24 h. Potency, µM (titrated, usually from 57.2 µM), inactives show at the top dose activity change, negative = inhibition, actives largely listed as inhibitors. 140,000 tested, 0.17% active. AID 1671194;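 note: potency is the fitted concentration of half-maximal effect; plate controls were DMSO cells for no effect and cell-free wells for full effect; nearly all actives have a fitted effect of over 45% in size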
# SNCA viab count = cell viability loss counter-screen | Potency, µM (series often up to 57.1 µM), without a hit: at the highest dose activity change, negative = cytotoxicity, hits mostly cytotoxic | AID 1671193 | HEK-293-SNCA-luc viability, GF-AFC fluorescence, 24 h | 150,000 tested, 0.12% active;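 note: potency is the fitted concentration of half-maximal effect; 0% = DMSO-treated cells and -100% = medium-only wells without cells; nearly all actives have a fitted effect of over 30% in size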
#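 HEK-293-SNCA-luc cells (1500/well) plated 24 h, then exposed 24 h to a dilution series; GF-AFC added 30 min at 37C, fluorescence 405/540 nm; normalised to medium-only and DMSO wells, Hill fit.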
# GPT2 inhibitor = blocks human glutamate pyruvate transaminase 2; Recombinant GPT2, coupled pyruvate oxidase/HRP Amplex Red fluorescence; Q8TD30; 100,000 tested, 0.25% active; Potency, µM (highest dose often 57.7 µM), for inactives: at the top dose activity change, negative = inhibition, usual class: inhibitors; AID 1671188; note: potency is the fitted concentration of half-maximal effect; nearly all actives have a fitted effect of over 60% in size; many of its hits are not listed in these tables
# Target sequence (Q8TD30 whole entry, looked up): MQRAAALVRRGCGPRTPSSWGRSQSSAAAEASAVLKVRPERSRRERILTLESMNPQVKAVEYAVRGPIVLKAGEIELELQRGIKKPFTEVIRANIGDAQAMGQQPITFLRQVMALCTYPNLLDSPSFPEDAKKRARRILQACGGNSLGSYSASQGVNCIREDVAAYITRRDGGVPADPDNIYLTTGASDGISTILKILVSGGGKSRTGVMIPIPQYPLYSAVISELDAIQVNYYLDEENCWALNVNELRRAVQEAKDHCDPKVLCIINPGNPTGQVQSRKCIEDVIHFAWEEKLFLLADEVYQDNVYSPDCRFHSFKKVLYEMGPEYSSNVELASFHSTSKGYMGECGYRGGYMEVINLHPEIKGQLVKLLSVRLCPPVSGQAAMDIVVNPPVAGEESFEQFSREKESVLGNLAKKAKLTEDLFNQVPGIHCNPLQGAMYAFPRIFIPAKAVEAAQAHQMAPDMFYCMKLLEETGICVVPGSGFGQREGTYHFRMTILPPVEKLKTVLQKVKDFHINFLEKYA
#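 Recombinant GPT2 (10ng/uL) with 250uM a-KG and 2mM L-alanine, 30 min at room temperature, in HEPES pH 7.5 buffer. Pyruvate detected by pyruvate oxidase/HRP/Amplex Red fluorescence after 30 min in the dark; AOA (50uM) as positive control.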
# Luciferase inh = blocks purified firefly luciferase enzyme activity; P08659; purified P. pyralis luciferase, luminescence, biochemical; Potency, µM (series often up to 115 µM), without a hit: at the highest dose activity change, negative = inhibition, usual class: inhibitors; 76,000 tested, 2.5% active; AID 1347043; note: potency is the fitted concentration of half-maximal effect; nearly all actives have a fitted effect of over 65% in size
#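 Purified P. pyralis luciferase (10nM final) in 50mM Tris acetate pH 7.5, 10mM Mg acetate, 0.01% Tween-20, 0.05% BSA with 10uM D-luciferin and 10uM ATP. Compounds titrated qHTS. Luminescence imaged on CCD.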
# IP6K1 inhibitor = IP6K1 kinase inhibition; Q92551; IP6K1 kinase, ADP-Glo luminescence, 2 h; hits give low values; activity change, % (series mostly up to about 58 µM); 140,000 tested, 0.81% active; AID 1645851; in the data active = activity change below about -25%
# Target sequence (Q92551 whole entry, looked up): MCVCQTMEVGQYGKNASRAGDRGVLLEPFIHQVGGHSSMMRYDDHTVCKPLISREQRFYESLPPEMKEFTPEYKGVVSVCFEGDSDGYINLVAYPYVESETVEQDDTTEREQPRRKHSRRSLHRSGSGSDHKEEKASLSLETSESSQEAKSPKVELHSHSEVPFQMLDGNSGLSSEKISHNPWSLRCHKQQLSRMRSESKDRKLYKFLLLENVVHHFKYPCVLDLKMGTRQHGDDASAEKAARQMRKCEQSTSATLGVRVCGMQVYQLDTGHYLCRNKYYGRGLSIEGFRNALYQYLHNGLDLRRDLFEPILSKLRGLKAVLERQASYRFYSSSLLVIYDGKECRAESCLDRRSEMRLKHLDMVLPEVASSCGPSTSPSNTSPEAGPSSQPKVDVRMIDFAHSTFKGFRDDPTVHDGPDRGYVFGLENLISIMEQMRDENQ
#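 ADP-Glo luminescence measures ADP made by human IP6K1 during a 2 h RT reaction with ATP/IP6 (mix at 1.3 mM/130 uM); top library doses 57.5 and 19.1 uM final.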
# Numbers without * were called inactive; i = inactive; ? = inconclusive; . = no result given; [ ] = dose if it differs, or a comment. Unless noted, calls come from the whole dose curve; as a rule, active = well fitted curve in the direction sought with a large enough effect; inconclusive = small, poorly fitted or top-dose-only effect, or another doubt; inactive = no such curve, though single readings can be large; an effect the other way counts as inactive or inconclusive. Unless noted, % is set by controls: 0 for no effect and ±100 for the full control effect.
SMILES,3T3 cytotox,HEK cytotox,SNCA expr inh,SNCA viab count,GPT2 inhibitor,Luciferase inh,IP6K1 inhibitor
CNC(=O)[C@@H]1CN(Cc2ccc(Cl)cc2F)C[C@H]1CO,-18%,-14%,-12%,-10%,i,7%,0
NC(=O)[C@H](Cc1cccs1)NC(=O)[C@@H]1C[C@@H](NS(=O)(=O)c2cccs2)CCN1C(=O)COCC(=O)O,i,i,?,0%,3%,2%,2
COc1cccc(-c2nc(N3CCOCC3)cc3c2CN(CC(F)(F)F)C3=O)c1OC,?,-28%[172 µM],19%[87.6 µM],1%[87.6 µM],?,-1%[172 µM],8
O=C(c1csc(N2CCN(c3ccccc3)CC2)n1)N1CCCCCC1,?,?,-6%,-19%,3%,-13%,-6
CCOc1ccccc1NC(=O)CN(CCc1ccccc1)S(=O)(=O)c1ccc(C)cc1,.,.,73%[activator],2%,.,.,6
CC(C)N1CC[C@@H]2[C@H]1C(=O)NC[C@H](CCC(=O)NCc1ccc(F)cc1)N2C,-14%[174 µM],-21%[172 µM],11%[87.6 µM],6%[87.6 µM],?,-8%[172 µM],2
COc1cc(C(=O)NS(=O)(=O)c2ccccc2C)ccc1Cc1cn(C)c2ccc(NC(=O)OC3CCCC3)cc12,.,.,?,-32%,i,.,21
Cc1cccc(S(=O)(=O)N2CCc3c(C(=O)NCCCN4CCCCC4)cccc32)c1,?,?,-26%,-2%,-14%,-2%,-4
COCCN1CCC(N2CCN(S(=O)(=O)Cc3ccccc3)CC2)C1=O (configuration not stated),-8%,-10%,?,-8%,5%,-4%,22
COCc1nc(CCNC(=O)C(C)Oc2ccccc2)no1 (configuration not stated),i,3%,-4%,-20%[12.5 µM],i,-6%,10
O=C(NCc1cccs1)c1ccc2c(c1)OCCN(CCC(F)(F)F)C2,2%[138 µM],?,-14%[87.6 µM],2%[87.6 µM],i,-1%[172 µM],-15
Cc1ccc(CNC(=O)c2ccc(NC(=O)c3nsc4ccccc34)cc2)cc1,.,.,170%[activator],-11%,.,.,-5
C[C@@H]1C(=O)O[C@H]2[C@H]1CC[C@@]1(C)Cc3sc(NS(=O)(=O)c4ccc(F)cc4)nc3[C@@H](C)[C@H]21,?,?,-6%,2%,?,-11%,8
CCC(CC)NC(=O)c1c(OCC2CC2)cc(=O)n2c1CCCCC2,?,-9%,3%,-1%,i,-7%,5
O=C(NCc1ccccn1)C1CCN(Cc2ccccc2-c2cccnc2)CC1,-25%,-19%,34%,-6%,i,.,12
CCN(CCNC(=O)CC1CCN(c2ccnc(OC)n2)CC1)Cc1ccccc1,-29%,?,-15%,-2%,i,3%,4
CCCC1c2nccn2CCCN1C(=O)c1cn2ccccc2n1 (configuration not stated),-6%,-20%,39%[activator],-3%,2%,5%,3
Cc1onc(-c2cnn(C)c2NCc2ccc(C#N)cc2)c1C(=O)N(C)c1cccnc1,?,-7%[172 µM],-5%[87.6 µM],4%[87.6 µM],-1%[88.5 µM],3%[172 µM],13
CCc1ccc(NC(=O)C2CCCN(S(=O)(=O)c3ccc4c(c3)oc(=O)n4C)C2)cc1 (configuration not stated),.,.,-13%,11%,.,.,-17
CCC[C@@H](NC(=O)N1C(=O)C(CC)(CC)[C@@H]1Oc1ccc(C(=O)N2CCN(C)CC2)cc1)c1ccc2c(c1)OCO2,.,.,.,?,2%,.,-3
CC(=O)Nc1ccc(NC(=O)CN2C(=O)NC(c3ccccc3Cl)C3=C2COC3=O)cc1 (configuration not stated),-2%,5%,-14%,-9%,-12%,?,0
O=C(Nc1cc(-c2cccnc2)nn1-c1ccccc1)c1ccc(Cl)cc1,?,?,-11%,-24%,i,.,-10
COc1ccc(OC)c(CNC(=O)c2ccc(NC(=O)c3nsc4ccccc34)cc2)c1,.,.,50%[activator],2%,.,.,1
CCOC(=O)[C@@H]1CN([S+](=O)([O-])c2ccc(C(C)=O)cc2)[C@H]2c3ccc(OC)cc3O[C@@H]12,?,?,.,.,.,.,19
COc1cccc(CC(=O)N2CCC3(CC2)C(OC)C(=O)N3CC2CC2)c1 (configuration not stated),-6%,-4%,8%,15%,3%,.,-5
Cc1ccc(NC(=O)CSc2nnc3scc(-c4ccccc4)n23)cc1,.,.,-21%,11%,.,.,-3
CCCCOc1c(CNC2(CO)CCCC2)cccc1OC,-24%,-28%,-20%,9%,-7%,-3%,0
NC(=O)CNC(=O)c1cc2n(n1)CC(c1ccc(Br)cc1)OC2 (configuration not stated),-5%,2%,-13%,-7%,i,-24%,22
Cc1cc(C)cc(NC(=O)Cn2cc(S(=O)(=O)NC(C)(C)C)c(S(=O)(=O)NC(C)(C)C)c2)c1,.,.,?,?,.,.,14
Cc1cc(=O)[nH]c2nnc(SCC(N)=O)n12,.,.,-22%,-5%,.,.,1
Cc1nc(C)c(C(=O)N2C[C@@H](Oc3cccnc3)C[C@H]2C(=O)NC2CC2)s1,-5%,3%,-4%,3%,-1%,5%,-3
O=C(NC1CC1)c1ccccc1OCC1CCCN(Cc2cccc3[nH]ccc23)C1 (configuration not stated),-24%,35µM*,2%,?,0%,10%,15
Cc1cc(C)c(Cn2c3ccccc3c3cnn(CC(=O)NCc4ccc(Cl)cc4)c(=O)c32)c(C)c1,.,.,-9%,-1%,.,.,19
CCOC(=O)C1=C(C)NC(C)=C(C(=O)OC)C1c1cccc([N+](=O)[O-])c1 (configuration not stated),.,.,?,?,?,.,7
CC(C)CC(=O)N(Cc1ccccc1)S(=O)(=O)c1ccc2c(c1)oc(=O)n2C,.,.,4%,16%,.,.,-2
NC1CCc2nn(CC(=O)NCCOc3ccccc3)c(=O)n2CC1 (configuration not stated),-14%,i,2%,8%,-5%,3%,7
COc1cc(-c2nc(SCC(=O)Nc3ccc(C)cc3)c(-c3ccc(F)cc3)[nH]2)cc(OC)c1OC,.,.,?,?,.,.,1
CS(=O)c1ccc(-c2nc(-c3ccc(F)cc3)c(-c3ccncc3)[nH]2)cc1 (configuration not stated),.,.,12µM*,8%,1%,.,3
CN1C[C@@H](NC(=O)c2ccccc2)C[C@H]1c1nc(-c2ccc3c(c2)OCO3)no1,?,79µM*,40%[activator][87.6 µM],-22%[87.6 µM],1%[88.5 µM],9%[172 µM],-5
CC1CCC2(CC1)NC(=O)N(CC(=O)NC(C)(C)C)C2=O (configuration not stated),i,11%,1%,6%,4%,2%,-10
COCCCNC(=O)c1cc2n(n1)CCCN(Cc1ccc(C)cc1)C2=O,.,.,44%[activator],?,.,.,11
O=C(CSc1nnc(CNC(=O)c2ccccc2F)n1-c1ccccc1)Nc1ccccc1F,.,.,20%,0%,.,.,1
Cc1ccccc1C(=O)NCc1nnc2c(-c3nc(C(C)C)no3)cccn12,-9%,?,1%,10%,i,0%,1
CN(C)c1oc(/C=C/c2ccc(F)cc2)nc1C#N,.,.,277%[activator],6%,.,.,-6
Cc1nc(C)c(C(=O)NCCc2ncc(C)n2C2CCC2)s1,-6%,-7%,2%,-4%,-9%,1%,-2
COc1cc(OC)cc(C(=O)Nc2c(C(=O)Nc3ccc(F)cc3)oc3ccccc23)c1,.,.,39%[activator],-15%,.,.,3
O=C(c1cccc(OC2CN(C3CCCCCC3)C2)c1)N1CCOCC1,-8%,-6%,39%[activator],0%,5%,3%,0
O=C(c1ccc2c(c1)OCO2)N1CCC(c2n[nH]c(=O)n2Cc2ccc(F)cc2)CC1,?,6%,7%,3%,i,0%,17
COCCN(Cc1ccccc1F)C(=O)c1cnc(Nc2ccccc2)nc1,-32%,-25%,5%,12%,i,-13%,-8
CC(=O)N1CCn2c(nn(-c3ccc([N+](=O)[O-])cc3)c2=O)C1,-36%[138 µM],?,10%[87.6 µM],24%[87.6 µM],?,-14%[172 µM],7
CCN(CCCNC(=O)c1cc2c(=O)n(CC)c3ccccc3c2s1)c1ccccc1,.,.,13%,4%,.,.,8
CN(CCNC(=O)c1c(-c2ccccc2)cc(=O)n2c1CCC2)C1CCCCC1,-25%,?,63%[activator],1%,4%,.,25
CCN1CCN(C(c2ccccc2)c2sc3nc(-c4ccco4)nn3c2O)CC1 (configuration not stated),.,.,6%,15%,.,.,7
Cc1ccc(CN2CC[C@@H]3[C@H]2C(=O)NC[C@H](CCC(=O)Nc2ccccc2)N3C)cc1,?,?,21%[87.6 µM],-1%[87.6 µM],?,8%[172 µM],7
O=C(c1nccc2ccccc12)N1CC(N(Cc2cccnc2)C(=O)Nc2ccccc2)C1,?,?,-11%,-11%,i,-4%,7
Cc1ccc(NC(=O)N2CC(CN3C(=O)c4c(c(C)nn4-c4ccccc4)C3C)C2)cc1F (configuration not stated),?,?,.,.,.,.,2
Cc1cc(C)c(S(=O)(=O)NCC(c2ccc(N(C)C)cc2)N2CCc3ccccc32)c(C)c1 (configuration not stated),.,.,22%,-4%,.,.,4
O=C(Cn1c(=O)n(Cc2ccc(C(=O)NCc3ccccc3Cl)cc2)c(=O)c2ccccc21)Nc1ccc(F)c(Cl)c1,.,.,-12%,-12%,.,.,9
Cc1nnc(NC(=O)CSCc2cc(=O)c3cc(Cl)ccc3[nH]2)s1,.,.,19%,-5%,.,.,5
CC(C)NC(=O)N1CCC(N2CC(OCC3CC3)C23CCCCC3)CC1 (configuration not stated),-10%,-26%,14%,-14%,?,0%,9

# Three compounds already listed, ordered by length of the SMILES, rising:
SMILES,3T3 cytotox,HEK cytotox,SNCA expr inh,SNCA viab count,GPT2 inhibitor,Luciferase inh,IP6K1 inhibitor
CN(CCNC(=O)c1c(-c2ccccc2)cc(=O)n2c1CCC2)C1CCCCC1,-25%,?,63%[activator],1%,4%,.,25
Cc1ccc(NC(=O)N2CC(CN3C(=O)c4c(c(C)nn4-c4ccccc4)C3C)C2)cc1F (configuration not stated),?,?,.,.,.,.,2
Cc1cc(C)c(S(=O)(=O)NCC(c2ccc(N(C)C)cc2)N2CCc3ccccc32)c(C)c1 (configuration not stated),.,.,22%,-4%,.,.,4

# Next section
SMILES,3T3 cytotox,HEK cytotox,SNCA expr inh,SNCA viab count,GPT2 inhibitor,Luciferase inh,IP6K1 inhibitor
COc1ccc(F)cc1-c1cccc(C(=O)O)c1,-10%[138 µM],-4%[172 µM],20%[87.6 µM],2%[87.6 µM],?,.,6
Clc1ccc2nc(-c3cccs3)c(Nc3ccc4c(c3)OCCO4)n2c1,.,.,29%,-2%,.,.,5
CC(C)(O)C#Cc1ccc(CN2CCC(CO)(CCCc3ccccc3)CC2)cc1,?,?,-12%,-11%,-6%,-6%,-3
Cn1ccnc1C(=O)N1C[C@@H](Oc2cccnc2)C[C@H]1C(=O)NC1CC1,-15%,-6%,9%,?,-5%,-9%,3
Cc1cc(-c2ccc(S(=O)(=O)Nc3ccccc3F)s2)on1,.,.,5%,-2%,.,.,-10
O=C1[C@H]2CN(Cc3ccc(F)c(Cl)c3)C[C@H]2C(=O)N1CCc1ccccc1,?,?,-13%,-18%,i,-16%,-24
